DNA FID counter – fluorescent intercalator displacement, NS3 helicase counter-screen; DNA fluorescent intercalator displacement, fluorescence; inhibition, % at 7.9 µM; hit rate 0.17% among 290,000; AID 1845; in the data active means inhibition above about 37%;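 further: 0% = vehicle and 100% = reference compound; higher means more ethidium bromide displaced from hairpin DNA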
VIM-2 inhibitor – inhibitors of Pseudomonas aeruginosa VIM-2 metallo-beta-lactamase | inhibition, % at 5.6 µM | hit rate 0.89% among 290,000 | purified VIM-2, nitrocefin hydrolysis, epi-absorbance fluorescence;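 active means inhibition above the mean of all tested compounds plus 3 SD, cutoff set per screening run, cut at about 7.5% in these data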;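 further: red hydrolysis product quenches plate fluorescence so inhibitors raise well fluorescence; 0% = enzyme with DMSO and 100% = DMSO without enzyme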
MEKK2wt PB1 HTS – raises or lowers MEK5 binding to wildtype human MEKK2 PB1 domain; bead flow cytometry, Alexa488-MEK5 binding to MEKK2 WT; actives lie on both sides; hit rate 1.1% among 290,000; binding response (% of control), % at 10 µM; in the data active means binding response below about 67% or above about 130%
NALP1 inh – blocks the NALP1 inflammasome reconstituted in yeast; S. cerevisiae NALP1/ASC/caspase-1 growth, X-gal OD620, 72 h; inhibition, % at 10 µM; hit rate 0.61% among 280,000; AID 2071; in the data active means inhibition mostly above about 24%, no sharp cut-off; inactive means mostly below about 32%; further: some compounds called inactive have numbers as strong as hits
M18AAP inhibitor – blocks P. falciparum M18 aspartyl aminopeptidase. recombinant PfM18AAP, H-Glu-NHMec fluorogenic cleavage. inhibition, % at 7.35 µM. hit rate 1.2% among 290,000. AID 1822;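 active means inhibition above the campaign mean inhibition over all tested compounds plus 3 SD, cut at about 28% in these data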;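 further: 0% = plate median of test compound wells and 100% = 2 mM ZnCl2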
MEKK2mut PB1 HTS – signal of MEK5 binding to mutant human MEKK2 PB1 domain; percent response, % at 10 µM; AID 1530; bead flow cytometry, Alexa488-MEK5 binding to MEKK2 mutant; hit rate 0.35% among 290,000; in the data active means percent response above about 24%, passing the limit was not always enough; further: inactives centre near 1; some results filed as inactive read as strong as hits
IMP-1 inhibitor – blocks Pseudomonas aeruginosa IMP-1 metallo-beta-lactamase. purified IMP-1, nitrocefin hydrolysis, epi-absorbance fluorescence. inhibition, % at 5.6 µM. hit rate 0.45% among 290,000;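 active means inhibition above the mean plus 3 SD of all compounds in the same screening run, cut at about 4.5% in these data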;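 further: 0% = IMP-1 with DMSO and 100% = DMSO wells lacking enzyme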
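System – purified recombinant IMP-1 beta-lactamase · Input – IMP-1 dispensed at 0.2 nM · Timing – 15 min preincubation plus 25 min reaction at 25 °C · Signal – Epi-absorbance fluorescence, 480 nm excitation, 530 nm emission · Measure – percent IMP-1 inhibition derived from blank-referenced optical density · Controls – Enzyme-plus-DMSO low control, enzyme-free DMSO high control · Replication – singlicate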
UBC9 SUMO inh – SUMOylation inhibition. P63279. HTRF SUMOylation assay, SAE1/SAE2 + UBC9, in vitro. inhibition, % at 35 µM. hit rate 0.36% among 290,000; in the data active means inhibition above about 50%, passing the limit was not always enough; further: strong numbers were not always called active
Target sequence (P63279 whole entry, looked up): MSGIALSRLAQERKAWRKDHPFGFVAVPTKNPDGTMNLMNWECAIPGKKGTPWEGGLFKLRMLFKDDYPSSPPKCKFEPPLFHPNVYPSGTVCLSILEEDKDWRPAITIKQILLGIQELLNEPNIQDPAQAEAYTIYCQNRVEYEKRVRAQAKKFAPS
NS3 helicase inh – HCV NS3 helicase inhibition; NS3 helicase DNA unwinding, Cy5 molecular beacon fluorescence; inhibition, % at 10.9 µM; hit rate 0.56% among 290,000; AID 1800;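 active means inhibition above the mean of all tested compounds plus 3 SD, set per campaign, cut at about 35% in these data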;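 further: 0% = DMSO wells and 100% = thioflavine S control wells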
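System: HCV NS3 helicase fragment; control set: DMSO and thioflavine S; technique: Cy5 fluorescence at 0 and 60 min, beacon hairpin quenching; reagent: beacon DNA duplex substrate plus ATP; replicates: singlicate; schedule: 1 h reaction at 25 °C, ATP-initiated; medium: MOPS buffer pH 6.5 with MgCl2, DTT, Tween20, BSA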
Numbers without * were called inactive; . = not tested or not shown.

SMILES	DNA FID counter	VIM-2 inhibitor	MEKK2wt PB1 HTS	NALP1 inh	M18AAP inhibitor	MEKK2mut PB1 HTS	IMP-1 inhibitor	UBC9 SUMO inh	NS3 helicase inh
Cn1c2c(c(=O)n(C)c1=O)C(c1cc3c(cc1Br)OCO3)CC(=O)N2 (stereo not drawn)	4	-1.7	.	22	-1	.	-2.3	3	6
O=C(N/N=C\c1cccc(F)c1)c1ccc(-c2ccccc2)cc1	-8	-0.4	100	16	5	-2	-0.7	4	2
CSc1ncccc1C(=O)OCC(=O)c1cc(C)n(CC2CCCO2)c1C (stereo not drawn)	-24	-1.9	100	5	1	-1	-3.6	-1	9
O=C(CCn1nnnc1CN1CCOCC1)N1CCC(c2ccccc2Cl)C1 (stereo not drawn)	-19	-2.4	108	24	0	9	-3.4	-7	1
CCOc1ccccc1NC(=O)NC1CCCc2ccccc21 (stereo not drawn)	-27	-4.2	97	17	3	-1	-1.9	6	1
Cc1cc(C)n(CCNCc2c(C(=O)N3C[C@@H](C)O[C@@H](C)C3)nc3ccc(Cl)cn23)n1	-6	-0.9	91	0	0	-9	-2.1	15	-4
O=C(NCc1cccc(Cl)c1)C1CCC(=O)N(CCCN2CCOCC2)C1 (stereo not drawn)	-2	-1.6	104	6	-3	3	-1.7	4	-2
N#Cc1cccc(S(=O)(=O)NCC(=O)OCC(=O)c2ccc[nH]2)c1	0	-0.9	98	-16	-12	-4	-1.1	16	-1
CC(C)=C1SC(N2CCN(c3ccc(Cl)cc3)CC2)=NC1=O	-18	-3.6	85	2	1	-15	0.4	6	-3
CN(C)c1ccc(C(=S)N2CCCCCC2)cc1	-8	-2.0	103	12	2	2	5.5*	-1	0
Cc1cc(O)c(C(C)C)cc1NC(=O)Cn1nc(C)c2ccccc2c1=O	-9	-0.7	98	9	0	0	-4.7	27	6
O=C(NCc1ccccn1)Nc1ccc(F)cc1F	-6	-2.0	108	-2	-2	7	-3.5	1	2
S=C(Nc1ccc2nccnc2c1)N1CCCC1	5	-0.6	98	13	1	-8	-2.3	23	-2
Cc1[nH]c2ccc(C(=O)NCCN3CCOCC3)cc2c1C	6	5.9	98	28	27	-1	2.3	16	15
COc1ccc(CC(NC(C)=O)C(=O)NC2CCN(C(=O)c3ccncc3)CC2)cc1OC (stereo not drawn)	-6	-2.9	97	3	1	0	-3.1	4	0
CCc1cccc(NC(=O)Cn2c3[n+](c4ccc(C(F)(F)F)cc42)CCCCC3)c1	35	-4.1	118	17	-3	9	-1.2	-11	-69
C/C(=C/c1ccccc1)C(=O)N1CCN(c2ccccc2F)CC1	-35	-0.1	102	14	3	0	-2.7	2	-4
CCOC(=O)N1CCN(CC(O)COCc2ccc(Cl)cc2)CC1 (stereo not drawn)	3	0.9	109	27	-1	7	2.1	-10	7
S=C(NCCN1CCCCC1)Nc1ccccc1	6	-3.5	94	10	-7	-8	2.1	14	-5
Cc1occc1-c1nnc(SCC(=O)NC(C)(C)C)n1C(C)c1ccccc1 (stereo not drawn)	-31	3.8	103	17	9	8	0.8	-3	0
COc1ccc(NC(=O)Nc2ccccc2F)c([N+](=O)[O-])c1	-1	-2.9	105	0	-5	-1	-3.9	-3	1
O=C(c1ccc(Br)o1)N1CCN(c2ccc(F)cc2)CC1	-15	0.3	99	-4	1	1	-5.8	-2	-4
CC1CCN(Cc2nnnn2-c2ccc(Cl)cc2)CC1	-8	-1.1	100	15	2	-1	-1.3	-10	-5
CCc1nnc(NC(=O)c2cccc(S(=O)(=O)N3CCCC3)c2)s1	-11	-1.0	101	7	-5	-2	-1.9	-2	5
CC(=O)Nc1cccc(NC(=O)C2C3C=CC(C3)C2C(=O)O)c1 (stereo not drawn)	-2	1.8	101	6	5	-1	1.2	-11	7
O=C(Nc1ccc(N2CCN(C(=O)c3ccco3)CC2)cc1)c1ccccc1	-31	2.2	84	-3	-1	-13	-0.1	-13	3
O=C(N/N=C1\CCCCc2ccccc21)c1ccccn1	-16	-4.0	72	1	-4	-15	-2.6	-5	12
COc1ccc(N=CC2=C(O)CC(c3ccccc3)CC2=O)c(OC)c1 (stereo not drawn)	-11	-2.4	101	33	2	-1	-2.0	-9	8
Cc1ccc(-n2c(C)cc(C=C3C(=O)CC(C)(C)CC3=O)c2C)cc1	-16	2.2	88	22	2	-2	-0.1	1	17
CCOC(=O)N/N=C(\C)c1ccc(OC(F)F)cc1OC(F)F	-6	-4.2	117	30	1	10	-4.4	-4	2
COc1ccc(-c2nc3ccccc3c(=O)n2CCc2ccc(O)cc2)cc1	-24	-2.1	103	15	3	1	-1.6	-12	-13
CC(C)CC(=O)Nc1nc(=S)ss1	-1	-3.8	101	21	0	15	0.5	15	-6
N#Cc1nc(/C=C/c2ccccc2)oc1NCCCN1CCOCC1	1	0.7	102	.	-2	1	-2.1	49	-31
CC(=O)N1CN(C2CCS(=O)(=O)C2)Cc2c1sc1c2CCCC1 (stereo not drawn)	0	-1.4	102	2	5	2	-7.8	-9	11
O=C(O)/C=C/C(=O)Nc1ccc(OCc2ccccc2)cc1	0	-2.5	98	.	-2	-2	-3.5	1	11
Cc1ccc(SCC(=O)Nc2ccc(N3CCN(c4ccccc4)CC3)c(F)c2)cc1	-1	-3.3	101	-9	5	2	-2.9	31	2
CCN(CC)CCCN(C(=O)c1ccccc1C)c1nc(-c2ccc(OC)cc2)cs1	15	-1.7	145*	14	-6	20	-2.2	2	-72
CCN(CCO)c1ccc(N=Nc2cc(C)[nH]n2)cc1	-14	-4.0	103	3	5	1	-5.4	0	-5
O=C(Nc1nc(=O)c2ccccc2s1)c1ccccc1	1	11*	108	-7	43*	4	-2.4	4	2
Cc1ccc(NS(=O)(=O)c2cc(C(=O)NCCSc3ccc(C)cc3)ccc2C)cc1	-17	-3.4	114	11	1	8	-2.0	-32	-24
CC(C)COP(=O)(OCC(C)C)C(O)c1ccccc1F (stereo not drawn)	-21	-0.1	88	5	-15	6	-0.9	1	-6
CCOC(=O)C1=NN(C(C)=O)C2(CC(=O)N(c3cc(C)cc(C)c3)C2=O)C1 (stereo not drawn)	-5	-3.3	107	35	-8	1	-2.6	20	1
COC(=O)c1cc2oc3ccccc3c2n1CC(=O)Nc1ccccc1OC	2	0.3	103	-13	-2	-1	-2.2	-5	3
C=CCn1cc(/C=C2/NC(=O)NC2=O)c2ccccc21	-1	1.1	94	.	-11	-6	-0.9	16	1
c1csc(CNc2ncnc3nc[nH]c23)c1	-1	-0.6	108	25	-9	0	-2.8	13	-5
O=C(/C=C/c1ccc2c(c1)OCO2)N1CCOCC1	0	-5.0	106	11	3	7	-4.1	2	-3
COc1cccc(NC(=O)COc2ccc3c(c2)CCC3)c1	-19	-3.2	92	20	-8	-2	-1.5	-18	-8
CC(=O)Nc1ccc(NC(=O)C(C)OC(=O)CCCOc2ccc(Cl)c(C)c2)cc1 (stereo not drawn)	-25	-1.7	108	20	-7	7	-1.5	-2	-7

At a glance, some entries already given:
SMILES	DNA FID counter	VIM-2 inhibitor	MEKK2wt PB1 HTS	NALP1 inh	M18AAP inhibitor	MEKK2mut PB1 HTS	IMP-1 inhibitor	UBC9 SUMO inh	NS3 helicase inh
O=C(N/N=C1\CCCCc2ccccc21)c1ccccn1	-16	-4.0	72	1	-4	-15	-2.6	-5	12
COc1ccc(N=CC2=C(O)CC(c3ccccc3)CC2=O)c(OC)c1 (stereo not drawn)	-11	-2.4	101	33	2	-1	-2.0	-9	8
Cc1ccc(-n2c(C)cc(C=C3C(=O)CC(C)(C)CC3=O)c2C)cc1	-16	2.2	88	22	2	-2	-0.1	1	17
CCOC(=O)N/N=C(\C)c1ccc(OC(F)F)cc1OC(F)F	-6	-4.2	117	30	1	10	-4.4	-4	2
COc1ccc(-c2nc3ccccc3c(=O)n2CCc2ccc(O)cc2)cc1	-24	-2.1	103	15	3	1	-1.6	-12	-13
CC(C)CC(=O)Nc1nc(=S)ss1	-1	-3.8	101	21	0	15	0.5	15	-6
N#Cc1nc(/C=C/c2ccccc2)oc1NCCCN1CCOCC1	1	0.7	102	.	-2	1	-2.1	49	-31
CC(=O)N1CN(C2CCS(=O)(=O)C2)Cc2c1sc1c2CCCC1 (stereo not drawn)	0	-1.4	102	2	5	2	-7.8	-9	11
O=C(O)/C=C/C(=O)Nc1ccc(OCc2ccccc2)cc1	0	-2.5	98	.	-2	-2	-3.5	1	11
Cc1ccc(SCC(=O)Nc2ccc(N3CCN(c4ccccc4)CC3)c(F)c2)cc1	-1	-3.3	101	-9	5	2	-2.9	31	2
CCN(CC)CCCN(C(=O)c1ccccc1C)c1nc(-c2ccc(OC)cc2)cs1	15	-1.7	145*	14	-6	20	-2.2	2	-72
CCN(CCO)c1ccc(N=Nc2cc(C)[nH]n2)cc1	-14	-4.0	103	3	5	1	-5.4	0	-5

The list continues.
SMILES	DNA FID counter	VIM-2 inhibitor	MEKK2wt PB1 HTS	NALP1 inh	M18AAP inhibitor	MEKK2mut PB1 HTS	IMP-1 inhibitor	UBC9 SUMO inh	NS3 helicase inh
O=C(c1ccc2nccnc2c1)N1CCN(Cc2ccc3c(c2)OCO3)CC1	-3	-1.4	100	9	17	-1	-2.9	-7	-3
O=[N+]([O-])c1nn(-c2ccccc2)n(O)c1=NCc1ccc2c(c1)OCO2	3	-1.6	102	10	-11	3	-3.1	-6	-9
O=C(O)C1CCCCC1C(=O)NCCc1ccc(F)cc1 (stereo not drawn)	0	0.2	85	0	-5	-9	-0.7	9	3
Cc1cc(NC(=O)c2cnn3c(C(F)(F)F)cc(-c4ccccc4)nc23)no1	-5	1.5	92	22	0	0	1.3	-5	6
COCCCn1c(C(=O)NCCC2=CCCCC2)cc2c(=O)n3ccccc3nc21	-30	-0.3	103	17	3	1	-2.9	32	1
COc1ccccc1N(CC(=O)NC(C)(C)C)C(=O)c1ccc(Cl)nc1	-7	-3.2	91	17	-6	-11	-2.4	6	-3

A second format for two compounds above:
SMILES | DNA FID counter | VIM-2 inhibitor | MEKK2wt PB1 HTS | NALP1 inh | M18AAP inhibitor | MEKK2mut PB1 HTS | IMP-1 inhibitor | UBC9 SUMO inh | NS3 helicase inh
COCCCn1c(C(=O)NCCC2=CCCCC2)cc2c(=O)n3ccccc3nc21 | -30 | -0.3 | 103 | 17 | 3 | 1 | -2.9 | 32 | 1
Cc1cc(NC(=O)c2cnn3c(C(F)(F)F)cc(-c4ccccc4)nc23)no1 | -5 | 1.5 | 92 | 22 | 0 | 0 | 1.3 | -5 | 6
